PDI inh = inhibitors of human PDI, primary screen, biochemical, turbidity, single point, plate reader; inhibition, % at 10 µM; actives 0.052% (n = 350,000); PDI insulin aggregation turbidity, A650, 90 min; AID 588391, 2011;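 active = mean inhibition across replicates of 30% or more, whatever share of single replicates reach that level; inconclusive = mean inhibition below 30% while every single replicate reaches 30%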;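 also: absorbance from insulin aggregation driven by PDI reduction with DTT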
CaV13 ICDI inh = Disruptors of the CACNA1D IQ motif to Ca2+-dependent inactivation inhibitor domain association, primary screening, Förster resonance energy transfer in intact living …; HEK cells, CFP/YFP FRET ICDI-IQ, plate reader, 10 min; percent FRET-ratio fall versus neutral wells; inhibition, % at 12.3 µM; actives 0.098% (n = 340,000);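 active = mean replicate inhibition of at least 30% and at least 1% of replicates passing that level; inconclusive = only one of the two criteria is met; inactive = neither criterion is met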;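 also: 0% = median of the neutral control wells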
Cardio protect = cardioprotection against H2O2-induced cell death, primary screen, uHTS, H9c2 cells, ATPLite luminescence; H9c2 cardiomyocytes, H2O2 injury protection, 2 h; actives 0.63% (n = 360,000); protection from H2O2 cell death, % at 20 µM;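 active = compounds giving at least 50% protection of heart cells from peroxide-induced death in the single-dose screen, raw or plate-pattern-corrected value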;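 also: 0% = DMSO wells with peroxide and 100% = DMSO wells without peroxide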
HIF-2a inh = HIF-2a reporter inhibitors, primary screen, luminescence, 786-0 RCC cells; 786-0 RCC cells HIF-2a reporter, luciferase luminescence, overnight; inhibition, % at 18.8 µM; actives 0.72% (n = 360,000); AID 624352, 2012;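 active = inhibition of the luminescence signal of 40% or more relative to plate controls, in a single-dose primary screen at 18.75 µM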
MITF TRPM1 inh = inhibitors of MITF-dependent TRPM1 promoter reporter, primary screen, cell-based, SK-MEL-5, single point, luciferase; actives 0.83% (n = 330,000); AID 488899, 2010; SK-MEL-5 TRPM1 promoter luciferase, 24 h; inhibition, % at 12.5 µM;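 active = mean inhibition across replicates of 60% or more, whatever share of single replicates reaches that level; inconclusive = some that reach 60%, reason not given; inactive = mean inhibition across replicates below 60%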; also: values of inactives mirror those of a sister screen read the other way
NR2E3 ag-1 = NR2E3 agonists in two-hybrid cells, primary screen, cell-based, luminescence, CHO-S, Gal4-NCOR/VP16-NR2E3; Photoreceptor-specific nuclear receptor (Homo sapiens), Q9Y5X4; luciferase; inhibition of corepressor binding, % at 3.98 µM; actives 0.35% (n = 360,000); AID 602229, 2012;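 active = inhibition above the mean of all tested compounds plus 3 SD, cut at about 70% in these data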;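 also: 0% = DMSO with NR2E3 transfected cells and 100% = cells lacking NR2E3 construct; higher means lower luciferase signal from less NR2E3 corepressor binding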
Target sequence (Q9Y5X4 whole entry, looked up, the tested form may be a part): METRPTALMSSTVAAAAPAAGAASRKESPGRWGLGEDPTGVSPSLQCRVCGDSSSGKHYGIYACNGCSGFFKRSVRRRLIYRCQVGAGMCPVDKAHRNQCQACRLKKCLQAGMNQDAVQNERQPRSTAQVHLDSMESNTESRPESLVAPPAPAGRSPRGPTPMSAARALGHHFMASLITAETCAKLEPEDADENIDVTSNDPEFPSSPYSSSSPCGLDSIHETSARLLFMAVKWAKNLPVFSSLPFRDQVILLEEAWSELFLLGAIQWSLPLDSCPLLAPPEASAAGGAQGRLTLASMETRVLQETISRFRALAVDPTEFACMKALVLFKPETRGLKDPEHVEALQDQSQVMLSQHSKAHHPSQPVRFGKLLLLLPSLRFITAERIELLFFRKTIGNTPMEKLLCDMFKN
Shn3 3UTR inh = reduction of Shn3 3'UTR firefly luciferase signal, primary screen, Schnurri-3 inhibitor project, cell-based, Clone20 osteoblasts, set 2; Clone20 osteoblast Shn3 3'UTR firefly luciferase, 24 h; inhibition, % at 12.5 µM; actives 0.52% (n = 360,000); AID 588674, 2011;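 active = mean inhibition of at least 75% with every replicate also reaching 75%; inconclusive = mean inhibition at least 75% but some replicate below; inactive = mean inhibition below 75%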;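 also: 0% = median of neutral control wells and 100% = pilot-screen positive control compound; some compounds past the cut are filed as inactive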
NR2E3 ag-2 = inhibitors of NR2E3-RetCOR corepressor binding, primary screen, NR2E3 agonist project, biochemical, TR-FRET, GST-NR2E3, biotin-RetCOR. actives 0.12% (n = 320,000). 1536-well. AID 2300, 2010. inhibition of corepressor binding, % at 4.78 µM. Photoreceptor-specific nuclear receptor (Homo sapiens), Q9Y5X4;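 active = percent inhibition above the cutoff of mean plus 3 SD of all tested compounds, set per screening campaign, cut at about 20% in these data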;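 also: 0% = DMSO wells and 100% = biotin wells as full block of FRET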
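Material: NR2E3–RetCOR corepressor complex / Amount: 1.35 nM GST-NR2E3 / Medium: Tris pH 7.5 / Compound: single nominal compound dose of 4.8 µM / Incubation: 5 h at 4 °C / Technique: TR-FRET, Eu(K)-anti-GST donor, streptavidin-D2 acceptor, ex 340, em 617/671 nm / Read-out basis: percent loss of FRET ratio relative to control wells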
Peg3 prom inh = Peg3 promoter-driven luciferase inhibitors, primary screen, cell-based, HeLa, luciferase luminescence. HeLa PEG-Prom luciferase reporter, overnight. inhibition, % at 20 µM. actives 1.7% (n = 360,000);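 active = inhibition of at least 50% at 20 µM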
iPSC survival up = enhancers of single-cell hiPSC survival, primary screen, ATPlite luminescence; 100% = ROCK inhibitor wells, 0% = DMSO; actives 0.044% (n = 360,000); survival enhancement, % at 20 µM; in the data active = survival enhancement above about 18%;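 also: cells exposed to compounds for 16 hours before the ATP read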
HTR2A ag = mouse Htr2a agonists via beta-arrestin recruitment, primary screen, cell-based, luminescence. 5-hydroxytryptamine receptor 2A (Mus musculus), P35363. CHO-K1 mHTR2A beta-arrestin complementation; percent of 30 µM serotonin response. activation, % at 7.6 µM. actives 0.66% (n = 360,000). AID 624169, 2012;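 active = activation above a run cutoff, the mean activation of all tested compounds plus 3 SD, cut at about 14% in these data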;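 also: 0% = plate median of compound wells and 100% = 30 µM serotonin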
Target sequence (P35363 whole entry, looked up): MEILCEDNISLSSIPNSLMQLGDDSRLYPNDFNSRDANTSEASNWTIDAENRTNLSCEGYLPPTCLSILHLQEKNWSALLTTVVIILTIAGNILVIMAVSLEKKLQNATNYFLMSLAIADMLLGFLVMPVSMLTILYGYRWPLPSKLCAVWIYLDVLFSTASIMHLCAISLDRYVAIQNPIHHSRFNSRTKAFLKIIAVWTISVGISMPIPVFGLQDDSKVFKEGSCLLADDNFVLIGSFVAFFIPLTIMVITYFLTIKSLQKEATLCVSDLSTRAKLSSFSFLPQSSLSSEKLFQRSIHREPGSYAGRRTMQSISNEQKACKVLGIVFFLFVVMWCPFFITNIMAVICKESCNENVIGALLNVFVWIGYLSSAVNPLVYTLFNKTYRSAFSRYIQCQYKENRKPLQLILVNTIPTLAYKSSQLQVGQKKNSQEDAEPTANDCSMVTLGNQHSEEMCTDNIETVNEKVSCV
The depositor's hits bear a star; ? = inconclusive; . = not tested or not shown.

SMILES	PDI inh	CaV13 ICDI inh	Cardio protect	HIF-2a inh	MITF TRPM1 inh	NR2E3 ag-1	Shn3 3UTR inh	NR2E3 ag-2	Peg3 prom inh	iPSC survival up	HTR2A ag
O=C(Cn1cc(/C=N/NC(=O)c2cccc3ccccc23)c2ccccc21)Nc1ccc(F)cc1	4	-6	5	25	0	2	21	1	3	-0.5	4
COc1cccc(CC2(CO)CCN(Cc3ccc(NC(C)=O)cc3)CC2)c1	-22	-2	-6	14	-8	-1	-44	-1	12	1.2	-2
O=C(c1nnsc1S(=O)c1ccc(Cl)cc1)N1CCOCC1 (stereo not given)	11	-6	-30	28	88*	-9	94*	.	101*	1.7	-4
Cc1cc(C)nc(SCC(=O)NN=Cc2ccc(C)o2)n1	12	-6	3	10	-10	-26	-6	.	12	4.9	-4
CCn1c(SCC(=O)N2CCc3ccccc32)nnc1-c1ccncc1	15	-4	1	2	-1	-6	1	1	7	-1.4	2
CSc1nc(-c2ccccc2)nc(C(C)C)n1	1	-6	8	6	-1	-34	5	3	-2	2.0	1
Cc1cc(Oc2ccc(=O)n(C)n2)nc(Oc2ccc(=O)n(C)n2)n1	-5	.	-15	6	8	11	-29	2	0	4.0	0
CCOC(=O)c1nnsc1NC(=O)Nc1ccc(OC)cc1	-3	-6	1	2	6	3	10	1	6	0.1	-1
O=C(CN1CCCC1)Nc1ccc(Cl)cc1C(F)(F)F	-8	-4	5	8	-3	5	-11	-2	0	-1.0	1
CC(=O)N1c2ccccc2Sc2ccccc21	-12	1	4	23	4	19	3	.	-1	-0.4	-2
COc1cccc(/C=N/NC(=S)NC2CC3CC2C2C=CCC32)c1O (stereo not given)	0	-8	14	-108	-9	8	.	-3	-22	0.9	5
CS(=O)(=O)N1CCCC(C(=O)NCc2ccccc2Cl)C1 (stereo not given)	-5	-5	0	9	5	-4	8	1	6	0.4	3
COc1ccc(S(=O)(=O)N(C)C[C@@H]2OCc3cn(nn3)CCCC(=O)N([C@H](C)CO)C[C@H]2C)cc1	.	-7	6	-5	.	12	1	.	18	4.0	1
CCn1cc(S(=O)(=O)CC(=O)Nc2ccc(OC)cc2)c2ccccc21	-15	-5	-1	8	.	-2	1	-1	7	4.3	0
O=C(C[C@H]1C(=O)N(Cc2ccccc2)C[C@@H]1Cc1ccccc1)Nc1ccc(Br)cc1	-1	-6	-12	-38	.	15	20	.	18	-1.7	-6
C=CCN1C(=O)C2C(C(=O)NCc3ccccc3)C3C=CC2(O3)C1C(=O)NC(C)(C)C (stereo not given)	7	-8	4	16	6	-11	-27	-5	2	0.4	2
C=CC[C@@H](CC(=O)NCCO)C(=O)NC[C@H](OC(=O)[C@@H](CC=C)Cc1ccc(F)cc1)c1ccccc1	-8	-4	70*	3	14	5	-16	.	47	4.5	2
CCOC(=O)C1CCN(C(=O)c2ccc(NS(=O)(=O)c3ccc(F)cc3C)cc2)CC1	-1	0	-3	14	-10	-10	19	2	8	0.1	-2
CC1(C(=O)NS(=O)(=O)c2ccc(C#N)cc2)CCN1C(=O)Cc1ccccc1Cl (stereo not given)	-88	-6	6	11	.	9	10	.	6	-1.8	2
Cc1cccc(NC(=O)CSc2nc(C)nc3c2c(=O)n(C)c(=O)n3C)c1	.	-2	13	9	14	0	-22	.	15	-4.0	-3
CC(C)C(C)(C#N)NC(=O)CSc1nnc(-c2ccccc2)o1 (stereo not given)	3	.	6	-8	-22	3	-3	-1	-5	-0.6	-1
Cc1c(N=C2SCC(=O)N2/N=C/c2ccccc2)c(=O)n(-c2ccccc2)n1C	8	-3	10	10	4	12	-17	1	14	1.5	1
OC(CN1C2=NCCN2c2ccccc21)c1ccc(Br)cc1 (stereo not given)	-1	.	12	5	-2	-3	3	2	8	-2.8	-7
CC(C)(C)NC(=O)CCN(/N=C/c1ccc([N+](=O)[O-])o1)C1=NS(=O)(=O)c2ccccc21	6	-2	6	9	?	-24	-17	-8	17	0.0	0
COc1ccc(-c2cc(C(F)(F)F)nc(N3CCN(c4ccc(F)cc4)CC3)n2)cc1OC	3	.	-16	3	-4	-3	-14	.	20	1.1	2
O=C(c1cccs1)N1CCCC(c2nc(-c3ccc(F)cc3)no2)C1 (stereo not given)	-9	.	-7	-142	-64	-57	-13	2	-99	0.4	4
CCOC(=O)C1CCCCN1C(=O)CCc1c(C)nc2ncnn2c1C (stereo not given)	3	-5	1	63*	27	-6	14	0	5	8.0	5
O=C(Nc1c2c(nn1-c1ccc(F)cc1)CS(=O)(=O)C2)c1ccc2c(c1)OCO2	8	-3	-3	15	0	-39	21	-2	2	0.8	-4
CCC(=O)Nc1nc(NCc2ccccc2OC)n(-c2ccccc2)n1	-3	-6	6	-4	8	5	-5	-3	4	0.1	-6
COC(=O)c1ccccc1NC(=O)c1ccc(COc2ccccc2)o1	-4	-5	5	-131	-14	-86	-16	-4	-10	4.8	-2
Cc1cc(C)cc(Nc2cc(C)nc3ncnn23)c1	-1	-5	4	13	.	-10	-1	.	11	0.4	0
COc1ccc(S(=O)(=O)N2CCN(C(=O)CN3C(=O)NC(C)(c4ccc5ccccc5c4)C3=O)CC2)cc1 (stereo not given)	6	-7	-9	10	4	6	14	-3	8	0.1	2
COc1ccc2[nH]c(=O)c(CNc3cccc(C)c3)cc2c1	-9	.	31	-141	-17	-49	2	1	-205	-0.9	-5
O=C(O)CSc1nc2ccccc2nc1Cc1ccccc1F	2	-15	11	-84	0	-48	-18	54*	-55	-0.1	5
Clc1ccccc1-c1nc2nc3ccccc3nc2n1-c1ccc2c(c1)OCO2	-3	-3	39	-2	8	-8	7	-2	21	3.0	3
COc1ccc(CN(C)C(=O)COC(=O)c2cc([N+](=O)[O-])ccc2N2CCCC2)c(OC)c1OC	2	-5	2	13	-9	-3	9	.	23	-0.3	-9
Cc1cccc(C)c1NC(=O)CN(C)C(=O)c1cc([N+](=O)[O-])ccc1N1CCOCC1	1	-6	-4	14	5	6	-5	-1	14	0.2	2
Nc1nnc(CCCCCc2nnc(N)s2)s1	10	2	8	9	6	-4	5	0	11	-0.8	3
O=C1CC(C(=O)N2CCc3ccccc32)CN1c1ccc(F)cc1 (stereo not given)	?	-3	2	2	10	-10	-8	1	-5	-0.1	-8
Cn1cccc1CC(=O)N/N=C/C=C/c1ccccc1	-2	-13	-4	-161	-31	-19	-41	-1	-112	2.0	2
O=C(COC(=O)CCS(=O)(=O)c1ccccc1)NNC(=O)c1ccc([N+](=O)[O-])cc1	1	-5	-1	20	.	-14	-8	.	6	-3.8	-6
CNC(=O)c1cccc(NC(=O)c2ccccc2OCc2ccccc2)c1	1	-7	11	-12	-4	-29	15	-1	5	-0.4	-7
CC(C)CNC(=O)CCCc1ccccc1	10	.	0	-124	-28	-16	-21	1	-86	-3.7	0
COc1ccc(OC)c(C(C(=O)NCc2ccco2)N(C(=O)Cn2nnc3ccccc32)C(C)C)c1 (stereo not given)	-2	0	4	-4	3	-26	-28	-6	6	4.3	-7
S=C(NCCN1CCOCC1)Nc1ccccc1Cl	-2	.	5	6	0	7	14	0	-11	0.4	4
C(=N\n1cnnc1)/c1cccs1	2	.	5	9	4	6	4	1	-5	0.7	4
CCOc1ccc(N(CC(=O)NCc2ccc3c(c2)OCO3)C(=O)c2csnn2)cc1	-49	-4	1	-71	-19	-22	-10	3	-77	0.1	3
CCCN(CC1CC1)c1nc(N)c(C#N)c(CC#N)c1C#N	21	-5	29	21	-7	-6	-21	4	7	4.1	0
O=C(Nc1nc2ccccc2s1)C1CC(=O)N(c2ccccc2)C1 (stereo not given)	7	-5	0	-5	-5	-7	14	-1	-7	-0.4	-8
COc1ccc(NC(=O)C2CCCN(C(=O)c3ccc(Cl)cc3)C2)cc1Cl (stereo not given)	5	-6	-8	-87	-22	-5	11	-2	-52	0.2	-4
COc1ccc(OC)c(-c2csc(N(C)C(=O)c3ccco3)n2)c1	6	-5	-8	0	-4	16	18	2	-4	-0.5	0
c1ccc(CSCc2cn3ccccc3n2)cc1	5	-4	4	-218	-72	-107	-11	1	-240	-1.0	-1
O=S(=O)(Nc1ccc(C(F)(F)F)cn1)c1ccccc1	15	-15	0	14	-7	9	-7	1	11	-0.4	3
Cc1ccc(S(=O)(=O)N2CCOCC2)cc1NC(=O)COC(=O)CNC(=O)c1ccc(Oc2ccccc2)cc1	1	1	-18	4	-2	-11	-32	-1	6	3.2	-3
CN(C)C1=NCCN1CC1CCCCC1	2	-10	-3	0	-6	-2	-7	6	-9	-1.5	3
C/C(=N\OCC(=O)OCC(=O)Nc1cc(S(C)(=O)=O)ccc1Cl)c1ccc2c(c1)OCO2	4	-19	0	2	-7	36	1	0	7	0.0	-2
O=C(CNC(=O)c1ccc(Cl)cc1)NC(CO)c1ccccc1 (stereo not given)	1	-4	-5	8	2	-4	3	0	1	0.3	-1
NCCNC(=O)Cn1c(=O)c2c3c(sc2n(Cc2ccccc2)c1=O)CCCC3	1	-5	0	11	-9	-32	8	-5	16	-0.5	0
COC(=O)C1=COC(C)C2CN3CCc4c([nH]c5ccccc45)C3CC12 (stereo not given)	.	.	-1	10	19	-14	0	1	3	1.4	-2
CCCCCN1C=CC=C/C1=C\C=C(C#N)C#N	-15	-6	1	7	.	-14	-4	2	17	1.8	1
CC(C)CN(C(=O)COC(=O)c1cc2ccccc2cc1O)c1c(N)n(Cc2ccccc2)c(=O)[nH]c1=O	-3	-7	1	11	5	0	-2	.	-20	-0.5	4
